# Compound activity (PubChem BioAssay)
# EBV LMP1 NFkB: reduces LMP1-driven NF-kappaB luciferase signal; inhibition, % at 12.5 µM; LMP1-induced NF-kappaB luciferase reporter cells, luminescence; 350,000 compounds, 0.69% hits; AID 504558; in the data active = inhibition above about 41%;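 also: 0% = neutral control wells and 100% = reference inhibitor control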
# ABHD5-PLIN5 inh: blocks binding of human ABHD5 to perilipin-5 | Split G. princeps luciferase complementation, luminescence, 4 h | inhibition, % at 4 µM | 360,000 compounds, 0.78% hits | Q00G26+Q8WTS1;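 active = inhibition above the mean inhibition across every tested compound plus 3 SD, cut at about 22% in these data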;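 also: 0% = DMSO only wells and the 100% control is not disclosed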
# MC4R antagonist: antagonists of human melanocortin 4 receptor (MC4R) | 360,000 compounds, 0.48% hits | MC4R-expressing cells, MTII-stimulated cAMP, LANCE TR-FRET | AID 540295 | inhibition, % at 6.5 µM;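 active = inhibition above its plate's cutoff, the mean of tested wells on that plate plus 3 SD, cut at about 29% in these data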;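 also: 0% = Melanotan II alone and 100% = Melanotan II plus saturating MCL0020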
#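 Material: U2OS-MC4R stable cell line | Reagent: Melanotan II challenge after compound preincubation | Doses: One concentration, 6.5 µM nominal | Incubation: 30-min compound preincubation, 1-h Melanotan II challenge, 1-h detection, room temperature | Signal: TR-FRET cAMP assay | Replicates: One well per compound, no replicates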
# NCOA1 inh: inhibits human SRC1 coactivator; inhibition, % at 3.6 µM; 360,000 compounds, 0.12% hits; Q15788; HEK293 GAL4-SRC1 luciferase reporter, luminescence;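 active = inhibition above the campaign mean plus 3 SD, with each screening campaign given its own cutoff, cut at about 60% in these data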;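 also: 0% = DMSO treated cells and 100% = gossypol at 36 µM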
# Target sequence (Q15788 whole entry, looked up, the tested form may be a part): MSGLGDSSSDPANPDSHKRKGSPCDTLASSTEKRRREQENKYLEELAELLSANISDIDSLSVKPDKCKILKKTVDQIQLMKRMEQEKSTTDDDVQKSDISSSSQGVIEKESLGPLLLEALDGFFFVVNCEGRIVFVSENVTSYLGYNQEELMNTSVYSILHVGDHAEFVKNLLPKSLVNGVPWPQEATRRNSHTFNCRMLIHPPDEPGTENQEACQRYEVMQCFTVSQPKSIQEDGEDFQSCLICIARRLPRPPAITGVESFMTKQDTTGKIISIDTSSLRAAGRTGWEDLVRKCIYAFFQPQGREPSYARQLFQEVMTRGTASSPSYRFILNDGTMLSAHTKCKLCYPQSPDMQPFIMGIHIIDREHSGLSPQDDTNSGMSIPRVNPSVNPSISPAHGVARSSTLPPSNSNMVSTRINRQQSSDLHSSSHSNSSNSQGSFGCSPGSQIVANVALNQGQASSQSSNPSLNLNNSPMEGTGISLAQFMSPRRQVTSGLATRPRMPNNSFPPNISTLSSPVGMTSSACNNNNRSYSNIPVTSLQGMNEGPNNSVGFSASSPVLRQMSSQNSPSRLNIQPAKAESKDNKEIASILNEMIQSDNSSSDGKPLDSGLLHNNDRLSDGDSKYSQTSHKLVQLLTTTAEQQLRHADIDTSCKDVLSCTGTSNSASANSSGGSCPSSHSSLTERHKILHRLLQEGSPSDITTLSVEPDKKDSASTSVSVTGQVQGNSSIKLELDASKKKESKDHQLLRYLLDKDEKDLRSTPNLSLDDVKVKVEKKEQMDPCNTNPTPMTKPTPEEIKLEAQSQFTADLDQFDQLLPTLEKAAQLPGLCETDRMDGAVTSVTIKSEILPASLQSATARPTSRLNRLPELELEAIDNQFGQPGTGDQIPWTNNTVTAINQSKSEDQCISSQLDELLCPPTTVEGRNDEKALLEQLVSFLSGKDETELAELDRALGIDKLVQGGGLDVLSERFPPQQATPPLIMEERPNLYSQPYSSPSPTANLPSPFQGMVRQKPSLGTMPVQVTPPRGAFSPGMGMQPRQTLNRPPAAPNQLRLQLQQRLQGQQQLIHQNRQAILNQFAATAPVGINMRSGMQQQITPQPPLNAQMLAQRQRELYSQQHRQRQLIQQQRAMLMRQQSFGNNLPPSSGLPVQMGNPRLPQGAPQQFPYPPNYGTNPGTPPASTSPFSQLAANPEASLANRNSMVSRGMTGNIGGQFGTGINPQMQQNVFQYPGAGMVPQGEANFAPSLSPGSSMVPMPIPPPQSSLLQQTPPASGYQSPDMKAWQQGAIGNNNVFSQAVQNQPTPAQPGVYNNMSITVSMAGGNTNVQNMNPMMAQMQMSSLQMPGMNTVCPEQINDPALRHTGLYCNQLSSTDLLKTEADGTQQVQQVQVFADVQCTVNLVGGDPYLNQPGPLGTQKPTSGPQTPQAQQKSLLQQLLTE
# COUP-TFII inh: blocks human COUP-TFII nuclear receptor; P24468; HEK293T NGFI-A luciferase reporter, luminescence; inhibition, % at 8.6 µM; 370,000 compounds, 0.7% hits;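 active = inhibition above a per-plate cutoff, mean inhibition of test wells between control levels plus 3 SD, cut at about 38% in these data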;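 also: cells cotransfected with COUP-TFII expression vector driving the NGFI-A reporter; 0% = median of COUP-TF2 test wells and 100% = reporter-only cells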
# NCOA3 inh: inhibits human SRC3 coactivator; Q9Y6Q9; HEK293 GAL4-SRC3 luciferase reporter, luminescence; inhibition, % at 3.6 µM; 360,000 compounds, 0.17% hits; AID 588352;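 active = inhibition above a per-campaign cutoff, the mean of all compounds plus 3 SD, cut at about 60% in these data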;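 also: 0% = DMSO-treated cells and 100% = gossypol-treated cells at 36 µM; higher means less SRC3-driven luciferase light from the GAL4 reporter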
# TLR9-MyD88 block: TLR9-MyD88 interaction inhibition. Q9NR96+Q99836. CHO BLA complementation TLR9-MyD88, CCF4 FRET ratio. inhibition, % at 4.98 µM. 340,000 compounds, 0.21% hits. AID 504734;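 active = inhibition above the mean over all tested compounds plus 3 SD, cut at about 21% in these data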;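 also: 0% = DMSO only wells and 100% = clavulanate BLA inhibitor control wells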
# NOD2-RIPK2 inh: inhibitors of human NOD2-RIPK2 interaction; O43353; CHO BLA complementation NOD2-RIPK2, CCF4 ratio; inhibition, % at 4.98 µM; 360,000 compounds, 0.38% hits; AID 624267; in the data active = inhibition above about 21%;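 also: 0% = vehicle only and 100% = reference blocker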
# NR5A2 inv ag: inverse agonists of human LRH-1 (NR5A2); HEK293T StAR-luciferase reporter, LRH-1 transfected, 24 h; O00482; 360,000 compounds, 0.13% hits; inhibition, % at 3.6 µM; AID 602396;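 active = inhibition above the mean inhibition of all tested compounds plus 3 SD, cut at about 73% in these data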;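 also: 0% = DMSO wells and 100% = reporter-only cells lacking LRH-1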
# NCOA2 inhibitor: inhibits human steroid receptor coactivator 2; HEK293 GAL4-SRC2 luciferase reporter, luminescence; inhibition, % at 9 µM; 370,000 compounds, 0.17% hits; AID 651957;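 active = inhibition above the mean inhibition of all tested compounds plus 3 SD, set per campaign, cut at about 52% in these data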;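 also: 0% = DMSO treated cells and 100% = cells given Gossypol at 36 µM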
# MC4R ag barr: agonists of human melanocortin 4 receptor (MC4R) beta-arrestin. activation, % at 8.9 µM. AID 540308. P32245. U2OS MC4R beta-arrestin complementation, luminescence; percent of melanotan II response, DMSO zero. 360,000 compounds, 0.98% hits;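 active = activation above a per-plate cutoff, the mean activation of sample wells on that plate plus 3 SD, cut at about 8% in these data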
# * marks the source's active call; other numbers are inactive results; x = not tested or not shown. Only part of the results is shown, so the mix of outcomes need not match the whole.
SMILES,EBV LMP1 NFkB,ABHD5-PLIN5 inh,MC4R antagonist,NCOA1 inh,COUP-TFII inh,NCOA3 inh,TLR9-MyD88 block,NOD2-RIPK2 inh,NR5A2 inv ag,NCOA2 inhibitor,MC4R ag barr
CC(C)Cn1c(N)c(C(=O)COC(=O)c2c(F)cccc2F)c(=O)n(C)c1=O,10,-4,-1,-7,2,7,-6,-5,19,-16,-0.5
O=S(=O)(c1cccc(-c2cn3cccnc3n2)c1)N1CCCCCC1,-9,-8,8,-31,12,8,6,-6,8,10,-2.0
C/C(=N\NC(=O)c1ccc(N/N=C(\C)c2ccncc2)cc1)c1ccncc1,7,-1,-6,-14,-9,-11,-8,-9,-62,-34,-0.9
O=C(c1ccc(N2CCN(S(=O)(=O)c3ccccc3)CC2)c([N+](=O)[O-])c1)N1CCOCC1,7,1,4,-2,12,21,-3,0,36,13,0.8
O=C(OCN1C(=O)c2ccccc2C1=O)c1cccs1,-12,1,0,1,17,3,-1,5,12,-27,-0.9
CC1(C(=O)NC2CCCC2)CCC(=O)N1C1CCN(Cc2ccccc2)CC1 (stereo not given),x,2,x,0,0,-15,x,-3,6,-9,x
COc1cccc(/C=N/Nc2nc3ccccc3n3cnnc23)c1,-6,4,-23,-7,14,15,-13,-5,-4,-5,1.4
O=C(CCCc1c[nH]c2ccccc12)Nc1ccc(S(=O)(=O)Nc2ncccn2)cc1,-2,-1,3,-12,9,-5,3,-8,-39,19,-0.7
CCOC(=O)C1(CCc2ccccc2)CCN(C(=O)c2cc(C)nc(C)n2)CC1,-14,1,2,-27,-5,2,9,-1,-15,-16,-1.1
CCCC(=O)Nc1nc2ccc(NC(=O)c3c(F)c(F)c(OC)c(F)c3F)cc2s1,-14,-1,-18,5,-32,20,6,14,-1,-11,-0.2
Nc1cc(Oc2cccnc2)cc([N+](=O)[O-])c1,6,-1,18,11,-4,15,2,2,1,3,-2.8
COc1ccc([N+](=O)[O-])cc1NC1CCCCC1,-2,-2,2,10,0,4,-4,2,-17,1,1.7
COc1ccc(OC)c(NC(=O)C2CC(=O)n3ncnc3N2)c1 (stereo not given),5,8,-1,-22,-20,-1,1,4,1,4,-0.3
NC(=S)NNC(=O)c1ccccc1Cl,6,3,8,-5,-7,9,-2,-9,12,-41,-0.8
COc1ccc(Cl)cc1S(=O)(=O)N1CCN(C(=O)c2cc(OC)c(OC)c(OC)c2)CC1,8,-1,6,1,4,18,-13,4,12,-12,-0.1
COCCCn1c(-c2ccc(S(=O)(=O)N3CCOCC3)cc2)csc1=Nc1ccccc1,28,-9,9,13,1,19,-6,2,-6,5,-0.5
O=C1NC(c2ccncc2)Nc2ccccc21 (stereo not given),1,3,0,-14,-1,-20,-1,3,-5,11,-0.9
O=C(CN1CCN(c2ccc(F)cc2)CC1)Nc1ccccc1[N+](=O)[O-],-1,-6,-3,6,15,10,-3,-1,-3,-28,-1.2
CCCCN(C(=O)NC(=O)Nc1ccccc1C)S(C)(=O)=O,17,5,1,-15,20,-14,11,3,-4,-1,1.6
COc1ccc(C(=O)NCC[N+](C)(C)C)cc1,x,1,x,x,-20,x,x,-5,-12,-6,x
CCN1C(=O)N(S(=O)(=O)C(F)(F)F)[C@@H](c2ccccc2)C(C(=O)OC)=C1C,6,2,-2,4,11,-2,-3,-9,-2,11,0.3
CC(=O)Nc1ccc(OCC(=O)N2CCC(Cc3ccccc3)CC2)cc1,7,0,6,5,4,4,1,2,8,15,-0.3
O=C(O)c1cc(NC(=O)c2ccc(Br)cc2)cc(NC(=O)c2ccc(Br)cc2)c1,-15,-6,8,-22,10,-12,4,8,0,-19,0.2
CCOC(=O)N1CCC(NC(=O)c2cc3c(-c4cccc(OC)c4)nn(C)c3s2)CC1,23,2,-3,-8,15,-16,-5,-5,-7,6,2.5
C=CCn1c(=O)n2ncnc2c2c3c(sc21)CCCC3,18,-1,4,2,x,-6,-16,-12,33,x,-0.5
COCCn1c(SCC(=O)N(C(C)C)C(C)C)nnc1-c1cc2ccccc2cc1O,0,0,5,-10,-1,26,-4,-10,5,-14,1.2
COC(=O)C1C(c2ccc(Br)cc2)Nc2nnc(C(F)(F)F)n2C1(C)O (stereo not given),5,16,4,8,-1,13,4,-3,5,18,2.1
O=C(O)COc1ccc(/C=C/c2nc3ccc([N+](=O)[O-])cc3s2)cc1,-3,-2,5,6,-4,-43,8,11,-20,-15,0.0
O=C(CSc1nc2ccccc2s1)N/N=C/c1cc([N+](=O)[O-])ccc1O,-6,-3,1,-12,3,16,3,-3,5,-8,-1.6
O=C(CSc1n[nH]c(-c2ccc(Br)cc2)n1)NC1CCCC1,5,4,12,-10,8,-8,-6,6,3,0,1.7

# In the list so far, three have a thiophene ring, fused or not:
SMILES,EBV LMP1 NFkB,ABHD5-PLIN5 inh,MC4R antagonist,NCOA1 inh,COUP-TFII inh,NCOA3 inh,TLR9-MyD88 block,NOD2-RIPK2 inh,NR5A2 inv ag,NCOA2 inhibitor,MC4R ag barr
O=C(OCN1C(=O)c2ccccc2C1=O)c1cccs1,-12,1,0,1,17,3,-1,5,12,-27,-0.9
CCOC(=O)N1CCC(NC(=O)c2cc3c(-c4cccc(OC)c4)nn(C)c3s2)CC1,23,2,-3,-8,15,-16,-5,-5,-7,6,2.5
C=CCn1c(=O)n2ncnc2c2c3c(sc21)CCCC3,18,-1,4,2,x,-6,-16,-12,33,x,-0.5

# Next part:
SMILES,EBV LMP1 NFkB,ABHD5-PLIN5 inh,MC4R antagonist,NCOA1 inh,COUP-TFII inh,NCOA3 inh,TLR9-MyD88 block,NOD2-RIPK2 inh,NR5A2 inv ag,NCOA2 inhibitor,MC4R ag barr
COc1ccc([N+](=O)[O-])cc1N(CC(O)CN(CC(C)C)CC(C)C)S(=O)(=O)c1ccc(C)cc1 (stereo not given),2,-2,8,11,13,1,2,-12,11,14,1.1
CCCCn1c(N)c(N(CCOC)C(=O)CSCc2ccccc2C)c(=O)[nH]c1=O,-3,-1,0,3,2,8,5,1,6,-3,-2.9
COc1ccc(C(=O)NNC(=O)CSc2nnc(-c3ccc(O)cc3)n2C)cc1,-6,0,1,-15,-19,-7,-8,-2,4,-11,-1.9
CN1CCN(C(=S)Nc2ccccc2Cl)CC1,-4,-6,4,-15,-3,6,-4,4,7,-3,0.3
COc1ccc(S(=O)(=O)N(CC(=O)NC2CC2)c2ccc(C)cc2)cc1OC,5,-4,0,1,-5,15,6,11,8,2,-2.5
O=C(Nc1cccc(NS(=O)(=O)c2ccc(S(=O)(=O)NC3CC3)cc2)c1)c1ccccn1,3,-6,6,7,7,5,13,1,1,0,-2.0
CCN(CC)c1cc(C)c2cc(NC(=O)CNC(C)=O)ccc2n1,21,-5,-4,-6,10,-8,2,-19,2,-9,-1.4
O=C(NCCc1ccc2c(c1)OCCO2)c1ccc([N+](=O)[O-])cc1Cl,7,-1,1,-2,4,16,2,-1,11,-5,-1.2
Cc1cccc(Cn2cc(SCC(=O)Nc3nccs3)c3ccccc32)c1,82*,-11,-6,-16,6,-37,-2,-1,-20,-2,8.7*
COCC(=O)N(Cc1cc2ccc(C)cc2[nH]c1=O)c1ccc(OC)cc1,-1,9,3,5,2,19,12,-4,9,2,0.0
Cc1ccc(S(=O)(=O)N2CCC(=O)N(CCOCc3cccc(Cl)c3)CC2)cc1,-6,-9,18,-20,1,-8,-11,8,-23,7,1.6
O=C(Nc1ccc2ccccc2n1)c1ccccc1Cl,0,3,-1,-90,-37,-96,-2,8,-150,-42,-0.8
CC1CSc2nnc(CCc3ccccc3)n21 (stereo not given),-5,1,-3,12,17,13,-13,6,-6,-13,-0.5
CCCCSc1nc2[nH]ncc2c(=O)[nH]1,9,1,1,-2,1,4,11,-7,7,-24,0.9
CCC(=O)Nc1cccc(C2=NOC3(C2)C[C@H](C(N)=O)N(C(=O)CC#N)C3)c1 (stereo not given in full),-3,-8,5,-19,0,-9,-7,-12,-10,1,-2.0
O=C(NC1CCOc2ccccc21)c1ccc(=O)[nH]c1 (stereo not given),3,8,9,8,-11,1,-4,-8,26,-20,-2.1
O=C(CN(C(=O)c1csnn1)c1cccc2c1CCCC2)NC1CCCC1,2,-1,-2,-20,-6,15,-1,-12,12,-9,-0.5
Cc1ccc(OC(=O)Cn2c(C(F)(F)F)nc3ccccc32)cc1,-3,-6,6,4,-13,4,4,3,17,-19,-0.8
CSc1ccccc1NC(=O)C1CCCO1 (stereo not given),-5,-6,0,3,12,-10,-6,-7,-7,-9,-0.1
Cc1ccc(Cn2c(C3CCCN3c3nc(-c4ccc(F)cc4)cs3)nc3cc(Cl)c(Cl)cc32)cc1 (stereo not given),-9,0,3,12,-10,-18,-6,2,-19,-5,0.8

# Some of the entries above, reformatted:
EBV LMP1 NFkB	ABHD5-PLIN5 inh	MC4R antagonist	NCOA1 inh	COUP-TFII inh	NCOA3 inh	TLR9-MyD88 block	NOD2-RIPK2 inh	NR5A2 inv ag	NCOA2 inhibitor	MC4R ag barr	Molecule
-6	-9	18	-20	1	-8	-11	8	-23	7	1.6	Cc1ccc(S(=O)(=O)N2CCC(=O)N(CCOCc3cccc(Cl)c3)CC2)cc1
2	-1	-2	-20	-6	15	-1	-12	12	-9	-0.5	O=C(CN(C(=O)c1csnn1)c1cccc2c1CCCC2)NC1CCCC1

# Other results follow:
SMILES,EBV LMP1 NFkB,ABHD5-PLIN5 inh,MC4R antagonist,NCOA1 inh,COUP-TFII inh,NCOA3 inh,TLR9-MyD88 block,NOD2-RIPK2 inh,NR5A2 inv ag,NCOA2 inhibitor,MC4R ag barr
OCCSc1nc(-c2ccccc2)nc2c1CCC2,-7,0,2,1,3,18,3,0,24,-1,-1.2
COc1ccccc1N1CCN(CCCN2CC(=O)N3CCCCC3C2=O)CC1 (stereo not given),2,2,11,-8,-2,10,-18,-1,0,27,1.0
CS(=O)(=O)N(CC(=O)N1CCN(Cc2ccc3c(c2)OCO3)CC1)c1ccc2c(c1)OCO2,3,-5,10,13,-1,4,1,1,1,-2,0.5
Cc1cc(NC(=O)COC(=O)Cn2c(C)csc2=O)ccc1Br,-4,-4,1,7,-1,10,3,-5,1,-4,-0.5
Cc1c(C(c2cccc([N+](=O)[O-])c2O)c2c(C)n(C)n(-c3ccccc3)c2=O)c(=O)n(-c2ccccc2)n1C,-1,-2,5,-5,3,1,-4,-8,-11,-8,-2.1

# Results in NOD2-RIPK2 inh, for five of the compounds above:
mol	NOD2-RIPK2 inh
Cc1cc(NC(=O)COC(=O)Cn2c(C)csc2=O)ccc1Br	-5
CS(=O)(=O)N(CC(=O)N1CCN(Cc2ccc3c(c2)OCO3)CC1)c1ccc2c(c1)OCO2	1
COc1ccccc1N1CCN(CCCN2CC(=O)N3CCCCC3C2=O)CC1 (stereo not given)	-1
OCCSc1nc(-c2ccccc2)nc2c1CCC2	0
Cc1c(C(c2cccc([N+](=O)[O-])c2O)c2c(C)n(C)n(-c3ccccc3)c2=O)c(=O)n(-c2ccccc2)n1C	-8
